# Screening results deposited in PubChem by several laboratories.
# Ba/F3 V617F tox = lowers viability of Ba/F3 cells expressing EpoR and JAK2V617F; AID 1446; ATP luminescence; inhibition, % at 5.6 µM; actives 1.1% (n = 220,000);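 active = inhibition above the campaign mean plus 3 SD over all tested compounds, cut at about 24% in these data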;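 also: cytokine-independent growth of Ba/F3 cells driven by EpoR plus mutant JAK2; 0% = DMSO-treated cells and 100% = JAK inhibitor I control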
# NPY1 pot ag = potentiates or activates human NPY-Y1 receptor. NPY-Y1 expressing cells, potentiator/agonist activation. activation, % at 3.6 µM. actives 0.37% (n = 220,000). AID 1304; in the data active = activation above about 33%, passing the limit was not always enough;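 also: cells stimulated with NPY at EC10 then isoproterenol at EC100; 0% = low agonist plus stimulus and 100% = saturating agonist plus stimulus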
# Target sequence (P25929 whole entry, looked up): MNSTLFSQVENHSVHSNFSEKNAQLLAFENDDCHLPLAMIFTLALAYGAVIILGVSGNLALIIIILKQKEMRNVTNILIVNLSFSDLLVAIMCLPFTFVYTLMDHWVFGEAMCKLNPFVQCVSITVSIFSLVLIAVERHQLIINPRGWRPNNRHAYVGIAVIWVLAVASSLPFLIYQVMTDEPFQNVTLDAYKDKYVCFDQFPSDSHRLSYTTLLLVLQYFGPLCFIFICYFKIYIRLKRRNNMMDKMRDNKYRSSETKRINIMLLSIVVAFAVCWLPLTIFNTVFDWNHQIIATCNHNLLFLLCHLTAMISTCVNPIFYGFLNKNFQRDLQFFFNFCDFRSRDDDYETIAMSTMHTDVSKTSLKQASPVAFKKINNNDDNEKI
# NPY-Y1 antag = blocks the human neuropeptide Y Y1 receptor; P25929; HEK293-CNG Y1 cells, membrane potential fluorescence; NPY at EC95, then isoproterenol; inhibition, % at 3.6 µM; actives 1% (n = 200,000);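 active = inhibition above the campaign mean inhibition of all tested compounds plus 3 SD, cut at about 20% in these data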;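 also: 0% = DMSO wells given NPY plus isoproterenol and 100% = isoproterenol alone without NPY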
#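 Assay system: HEK293 Y1/CNG channel cell line; Doses: single compound dose of 3.6 µM, 0.4% DMSO; Timing: dye 3 h, compound 60 min room temperature, stimulation 45 min; Technique: Membrane-potential fluorescent dye readout; Measure: % inhibition of NPY effect.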
# S1P4 ag = activates the human S1P4 receptor. AID 1509. activation, % at 4.98 µM. S1P4-expressing cell line, agonist reporter assay. O95977. actives 0.35% (n = 220,000); in the data active = activation above about 11%;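 also: 0% = DMSO vehicle and 100% = reference agonist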
# S1P4 antag = blocks the human S1P4 receptor; inhibition, % at 4.98 µM; S1P4-expressing cells, antagonist mode, reporter read-out; actives 0.26% (n = 220,000); O95977; in the data active = inhibition above about 29%;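 also: 0% = wells stimulated with agonist and 100% = vehicle wells without agonist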
# CHOP inhibitor = CHOP inhibition in unfolded protein response | CHO-K1 CHOP-promoter luciferase, tunicamycin-induced, 15-18 h | inhibition, % at 10 µM | actives 3.8% (n = 220,000);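 active = compounds that reduced the stress-induced luciferase reporter signal by more than about 70% of percent inhibition, limit read from the data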;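 also: 0% = tunicamycin plus vehicle and 100% = wells without tunicamycin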
# BaF3 tox = parental Ba/F3 viability inhibition as JAK2V617F counter-screen. CellTiter-Glo ATP luminescence. inhibition, % at 5.6 µM. actives 1.1% (n = 220,000). AID 1486;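 active = inhibition above a per-campaign cutoff, the mean inhibition of all tested compounds plus 3 SD, cut at about 27% in these data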;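 also: 0% = DMSO wells and 100% = JAK Inhibitor I control wells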
# NPY2 pot ag = potentiates or activates human NPY-Y2 receptor; cells expressing NPY-Y2, potentiator/agonist read-out; activation, % at 3.6 µM; actives 0.45% (n = 220,000); in the data active = activation above about 27%;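 also: cells stimulated with NPY near EC25 plus isoproterenol at EC100; 0% = vehicle plus submaximal agonist and 100% = vehicle plus saturating agonist; some results beyond the cut were filed as inactive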
# Target sequence (P49146 whole entry, looked up): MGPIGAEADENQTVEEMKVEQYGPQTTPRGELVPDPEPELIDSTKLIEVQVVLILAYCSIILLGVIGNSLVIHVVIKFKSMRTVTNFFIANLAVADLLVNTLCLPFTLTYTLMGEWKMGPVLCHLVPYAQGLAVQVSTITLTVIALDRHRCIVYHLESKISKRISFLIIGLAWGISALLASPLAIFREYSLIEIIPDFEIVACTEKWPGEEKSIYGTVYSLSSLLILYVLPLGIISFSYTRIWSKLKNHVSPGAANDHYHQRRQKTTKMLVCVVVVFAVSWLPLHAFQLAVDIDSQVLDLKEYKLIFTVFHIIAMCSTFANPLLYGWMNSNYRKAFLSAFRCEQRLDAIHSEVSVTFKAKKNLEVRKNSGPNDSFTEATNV
# p47phox inh = p47phox (human) inhibition; p47phox/p22phox peptide binding, fluorescence polarization, 2 h; P14598; actives 0.53% (n = 220,000); inhibition, % at 24.7 µM;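 active = inhibition above about 30%, limit read from the data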;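 also: 0% = p47phox with labelled peptide and 100% = labelled peptide alone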
# Active calls of the source: *; / = no result given. Random draw from the library; 7.1% or so of the library scored in one or more.
no.	molecule	Ba/F3 V617F tox	NPY1 pot ag	NPY-Y1 antag	S1P4 ag	S1P4 antag	CHOP inhibitor	BaF3 tox	NPY2 pot ag	p47phox inh
1	O=c1c2cc(NC(=S)NCc3cccnc3)ccc2nc2n1CCCCC2	2	2	4	0.0	-20	-3	3	5	10
2	CC(C)n1c(SCc2ccccc2F)nc2c1c(=O)n(C)c(=O)n2C	4	-25	2	1.5	-17	67	12	-15	-1
3	Cc1c(C(=O)NC(=S)Nc2ccc3c4c(cccc24)CC3)cccc1[N+](=O)[O-]	0	18	1	-2.2	-12	-14	1	7	-19
4	Cc1ccnn1CC(=O)N/N=C/c1ccco1	-2	0	-2	0.8	-4	-11	3	10	-10
5	N#CC1=C(N)OC2=C(C(=O)CCC2)C1c1ccoc1 (centres undefined)	-3	16	1	1.1	-13	11	8	8	3
6	CN1CCN(C(=O)c2ccccc2-c2ccccc2C(=O)O)CC1	-1	11	-3	1.2	-7	-7	4	16	4
7	O=C(/C=C/Nc1ccccc1C(F)(F)F)c1ccco1	4	-11	3	-0.3	-16	18	8	-7	-6
8	CCC(c1nnnn1C1CCCC1)N(Cc1cccs1)Cc1cc2cccc(C)c2[nH]c1=O (centres undefined)	-3	-21	20*	1.9	-5	11	0	7	0
9	CCCCOC(=O)c1ccc(NC(=O)CSC2=Nc3ccccc3C3CC=NN23)cc1 (centres undefined)	-3	-25	12	-2.3	10	-35	2	-2	-27
10	CCOC(=O)c1cc2occc2n1CC(=O)N1CCOCC1	-1	11	0	-2.0	-9	35	7	1	-5
11	Cc1ccc(CC2SC(N)=NC2=O)cc1 (centres undefined)	-1	4	1	1.6	-4	6	2	-4	-1
12	Cc1cc(OCc2nc3ccccc3s2)ccc1N	-1	-1	/	0.4	8	-3	4	-2	-5
13	Clc1ccc(CSc2cc3c(nn2)-c2ccccc2CC3)cc1Cl	-4	-50	16	-0.4	0	29	-1	-24	-58
14	CCOC(=O)c1c(-c2ccc(C)cc2)csc1NC(=O)/C(C#N)=C/c1ccc(O)c(OC)c1	-3	4	1	8.9	-22	-16	6	-2	-35
15	COc1ccc(CC(=O)O/N=C(\N)c2ccc(OC)cc2)cc1	-1	-11	/	-0.2	6	-13	-1	-25	-4
16	O=c1[nH]c2cccnc2n(CCNc2ncc(C(F)(F)F)cc2Cl)c1=O	5	13	-5	1.2	-5	17	4	-5	-13
17	Cc1cccc(N2CCN(Cc3nc(-c4cccc(Cl)c4)oc3C)CC2)n1	-6	-20	19	-1.4	-12	48	3	-28	-2
18	O=c1[nH]c2ccc(Cl)cc2c(-c2ccccc2)c1N1CCN(CCO)CC1	3	-19	1	-0.4	-2	38	8	-34	-17
19	CCN(CC)C(=O)CSc1nc2ccccc2c(=O)n1CCC(=O)NCCc1ccc(OC)c(OC)c1	1	16	0	2.0	-1	-7	7	0	-6
20	CCSc1nnc(NC(=O)Cc2ccc(OC)cc2)s1	5	-9	3	-1.2	-5	-2	3	-8	-16
21	O=C(NCc1ccco1)NC12CC3CC(CC(C3)C1)C2	0	-5	-3	0.7	-2	3	7	10	-15
22	N#C/C(=C/c1ccc(-c2ccc(C(=O)O)c(Cl)c2)o1)C(=O)NCC1CCCO1 (centres undefined)	6	-22	6	0.5	0	20	11	-12	-7
23	CCCCOc1ccc(NC2=NC3(CCCC3)N=C(N)N2)cc1	4	-5	3	-1.3	-14	52	7	-3	-17
24	CSc1nnc2c(n1)OC(c1cn(C)c3ccccc13)N(C(C)=O)c1ccccc1-2 (centres undefined)	5	-11	4	-1.4	4	10	3	-14	3
25	COC(=O)CSc1cc(C(=O)c2nccn2C)c2ccccc2n1	1	-10	1	0.7	-12	21	1	-1	1
26	Fc1ccc(-c2ccnc3nc(N4CCN(c5ccccc5)CC4)nn23)cc1	2	-13	-1	-3.1	-2	4	6	-10	9
27	N#CC1=C(N)Oc2n[nH]c(-c3cccs3)c2C1C1CCCCC1 (centres undefined)	-2	20	-1	2.4	-3	104*	5	14	-20
28	c1ccc(CCN(Cc2ccccc2)C2CCN(C3CCCC3)CC2)cc1	0	-14	21*	-0.7	7	-7	9	-48	-3
29	CCOc1ccc(S(=O)(=O)Nc2cc(Cl)ccc2O)cc1	-1	17	-3	-0.3	19	66	5	13	-8
30	Cc1ccc(C(=O)N2CCN(c3ccc([N+](=O)[O-])cc3-n3cccc3)CC2)cc1	0	-23	/	-2.6	6	24	2	-14	-14
31	O=c1[nH]c(-c2ccncc2)nc2ccccc12	1	-2	7	-1.2	8	20	4	6	4
32	CC(C)CN1C(=O)C(=Nc2cccnc2)c2ccccc21	4	-13	3	1.7	7	42	5	-17	0
33	Cc1ccc(-c2nnn(CC(=O)N(CCO)C(C(=O)NC3CCCC3)c3ccc(F)cc3)n2)o1 (centres undefined)	-1	24	5	4.0	0	9	8	5	11
34	CCCc1cc(C(=O)NCc2ccccc2)no1	-2	2	1	-1.1	6	5	4	3	0
35	COc1ccc(OCCSc2nnc(Cc3cccc4ccccc34)n2N)cc1	0	19	3	7.8	-4	28	7	-3	-9
36	CCOC(=O)Cc1cc(=O)n2[nH]c(-c3ccc(C)cc3)cc2n1	3	-7	-4	0.9	-28	37	6	12	-28
37	Cn1nnnc1NCc1c(F)cccc1Cl	-1	-6	-5	-2.4	-8	4	2	-25	-4
38	O=C(COC(=O)[C@H](Cc1ccccc1)NS(=O)(=O)c1ccccc1F)NC1CCCCC1	-4	26	-2	2.1	3	18	3	4	-6
39	CCOC(=O)C(C)Sc1nc(-c2ccco2)cc(C(F)(F)F)c1C#N (centres undefined)	2	-11	34*	-0.3	-6	47	5	20	-46
40	CC(=O)Oc1ccc(C(c2ccc(OC(C)=O)cc2)c2ccccn2)cc1	0	-125	102*	2.5	20	16	9	-28	-2
41	CCN(C(=O)CSc1nc2ccccc2c(=O)n1CCOC)C1CCS(=O)(=O)C1 (centres undefined)	3	3	1	0.7	-18	18	5	0	-6
42	Cc1ccc(NC(=S)N=Nc2c(O)n(C)c3ccc(S(=O)(=O)N4CCOCC4)cc23)cc1C	-1	12	-1	0.3	6	-67	2	8	-11
43	O=C(N/N=C/c1cn(-c2ccccc2)nc1-c1cccs1)c1ccccc1F	7	0	1	-0.8	-2	27	4	-12	-13
44	C/C(=N\NC(=S)NCc1ccccc1)c1ccc(C#N)cc1	6	-33	2	-4.7	-24	7	4	-26	-5
45	COc1cccc2c1OC1(C)CC2NC(=O)N1c1cccc(C(=O)Nc2ccc3c(c2)OCCO3)c1 (centres undefined)	-2	10	-1	0.6	-2	5	3	-8	-21
46	N#CCC(=O)N/N=C/c1cc([N+](=O)[O-])ccc1N1CCOCC1	-2	6	3	-1.0	-2	-3	2	6	2
47	COc1ccc(CN/C=C2\CCCCC2=O)cc1	-2	-4	-2	1.2	-27	13	3	-9	-14
48	Cc1c(C(=O)Nc2ccccc2C(=O)N2CCCC2)cccc1[N+](=O)[O-]	0	-7	5	3.3	-6	23	4	-3	-3
49	Cc1sc2c(c1C)C(=O)/C(=C\Nc1ccncc1)S(=O)(=O)N2C	-1	0	/	1.1	-15	24	-1	-16	-14
50	Cc1c(Nc2cc(N3CCCCCC3)c3nonc3c2[N+](=O)[O-])c(=O)n(-c2ccccc2)n1C	-3	-1	4	2.8	1	-27	-2	10	-3

# Remaining list, next part:
no.	molecule	Ba/F3 V617F tox	NPY1 pot ag	NPY-Y1 antag	S1P4 ag	S1P4 antag	CHOP inhibitor	BaF3 tox	NPY2 pot ag	p47phox inh
51	Cc1cccc(NC(=S)N/N=C/c2cccc(O)c2)c1C	78*	12	/	1.0	-15	-4	51*	12	24
52	COC(=O)c1ccccc1NC(=S)NC(NC(=O)c1ccccc1[N+](=O)[O-])C(Cl)(Cl)Cl (centres undefined)	0	10	-1	1.3	-17	19	6	3	-7
53	CC1(C)OC(=O)C(=CNC(=O)c2c(F)cccc2F)C(=O)O1	1	-5	4	0.2	-10	73*	4	13	-11
54	Cn1c(=NC(=O)c2cnccn2)sc2ccccc21	-1	0	9	-2.2	-19	8	8	-6	-3
55	CC(=O)C1C(c2ccccc2)c2c(noc2C)CC1(C)O (centres undefined)	-7	16	/	-0.1	-12	18	-4	6	-2
56	COC(=O)c1ccc(NC(=O)CC2C(=O)N(C)C(=S)N2Cc2ccc(S(N)(=O)=O)cc2)cc1 (centres undefined)	3	-13	/	1.2	6	-1	-1	12	-6
57	CCN(CCCn1c(=S)[nH]c2ncccc2c1=O)c1ccccc1	3	-1	0	-0.7	3	-42	6	-3	-13
58	Cc1ccccc1-c1nn[nH]n1	3	2	-3	-1.9	-6	-2	7	-9	-4
59	CC(C)CC(NC(=O)C1CCCCC1)C(=O)NCc1ccccn1 (centres undefined)	-1	20	2	-0.4	-10	27	5	16	-12
60	Cc1onc(-c2ccccc2Cl)c1C(=O)Nc1sc2c(c1C(N)=O)CCC(C)C2 (centres undefined)	-2	-21	5	-0.1	-12	64	-1	0	-25

# A run of entries taken from the entries so far, for reference:
no.	molecule	Ba/F3 V617F tox	NPY1 pot ag	NPY-Y1 antag	S1P4 ag	S1P4 antag	CHOP inhibitor	BaF3 tox	NPY2 pot ag	p47phox inh
51	Cc1cccc(NC(=S)N/N=C/c2cccc(O)c2)c1C	78*	12	/	1.0	-15	-4	51*	12	24
52	COC(=O)c1ccccc1NC(=S)NC(NC(=O)c1ccccc1[N+](=O)[O-])C(Cl)(Cl)Cl (centres undefined)	0	10	-1	1.3	-17	19	6	3	-7
53	CC1(C)OC(=O)C(=CNC(=O)c2c(F)cccc2F)C(=O)O1	1	-5	4	0.2	-10	73*	4	13	-11
54	Cn1c(=NC(=O)c2cnccn2)sc2ccccc21	-1	0	9	-2.2	-19	8	8	-6	-3
55	CC(=O)C1C(c2ccccc2)c2c(noc2C)CC1(C)O (centres undefined)	-7	16	/	-0.1	-12	18	-4	6	-2

# (listing goes on)
no.	molecule	Ba/F3 V617F tox	NPY1 pot ag	NPY-Y1 antag	S1P4 ag	S1P4 antag	CHOP inhibitor	BaF3 tox	NPY2 pot ag	p47phox inh
61	COc1cc(OC)c(NC(=O)c2cccc(F)c2)cc1Cl	0	-12	2	-1.4	-6	7	4	-9	2
62	Clc1cccc(Cl)c1COc1ccncc1	-5	13	-1	-0.8	5	35	0	-6	-11
63	CC(=O)c1ccc(OCC(C)C)c(Cc2c(O)nc(N)[nH]c2=O)c1	-3	17	8	-0.5	5	26	0	10	-11
64	COCCN(C(=O)CCCC(=O)Nc1ccccn1)C(C(=O)NC1CCCCC1)c1ccc(C)cc1 (centres undefined)	-2	-3	4	1.5	-18	-46	2	-42	-13
65	CC(=O)Nc1ccc(NC(=O)c2nc(-c3ccccc3)oc2C)cc1	-3	16	12	1.2	-7	-1	4	5	-11
66	Cc1ccc(Cl)cc1Nc1nc(-c2sc(NC(=O)c3ccccc3)nc2C)cs1	5	37	0	-1.2	1	32	10	-2	-30
67	COCCn1cnc2c(c1=O)c1nc3ccccc3nc1n2/N=C/c1ccc(OC)c(OC)c1	0	4	/	-0.5	-4	28	1	-3	-53
68	COc1ccc2cc(C(=O)NCC(=O)O)sc(=O)c2c1OC	-1	2	-1	0.2	-5	7	-2	6	-7
69	Cc1[nH]c(=O)[nH]c(=O)c1CSc1nnc(CCCCCNC(=O)OC(C)(C)C)o1	-2	0	0	0.7	-13	2	1	12	1
70	Cc1ccnc(NC(=O)CSc2ccccn2)c1	-2	6	/	0.3	-6	12	-3	-20	1
71	O=C(CN1C(=O)CSC1=O)Nc1ccc2c(c1)OCCO2	3	-4	2	0.1	-8	-1	3	0	-22
72	O=C(O)/C=C/C(=O)NCc1ccccc1	-1	-3	-2	1.6	-14	10	3	5	-4
73	CC(=O)Nc1ccc(S(=O)(=O)NNC(=O)c2ccc(C)cc2)cc1	-5	-14	2	2.4	-19	19	1	1	-3
74	NC(=O)c1sc2nc(-c3cccnc3)ccc2c1N	2	-13	/	0.3	4	2	0	-17	-7
